Source: PubChem BioAssay (several laboratories)
STK33 kinase inh = human STK33 kinase inhibition | hit rate 0.073% among 320,000 | inhibition, % at 10 µM | purified STK33, MBP phosphorylation, ADP-Glo luminescence | Q9BYT3;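 active = inhibition at or above 25%, using the most active replicate where run in duplicate; inactive = inhibition below 25%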
Target sequence (Q9BYT3 whole entry, looked up): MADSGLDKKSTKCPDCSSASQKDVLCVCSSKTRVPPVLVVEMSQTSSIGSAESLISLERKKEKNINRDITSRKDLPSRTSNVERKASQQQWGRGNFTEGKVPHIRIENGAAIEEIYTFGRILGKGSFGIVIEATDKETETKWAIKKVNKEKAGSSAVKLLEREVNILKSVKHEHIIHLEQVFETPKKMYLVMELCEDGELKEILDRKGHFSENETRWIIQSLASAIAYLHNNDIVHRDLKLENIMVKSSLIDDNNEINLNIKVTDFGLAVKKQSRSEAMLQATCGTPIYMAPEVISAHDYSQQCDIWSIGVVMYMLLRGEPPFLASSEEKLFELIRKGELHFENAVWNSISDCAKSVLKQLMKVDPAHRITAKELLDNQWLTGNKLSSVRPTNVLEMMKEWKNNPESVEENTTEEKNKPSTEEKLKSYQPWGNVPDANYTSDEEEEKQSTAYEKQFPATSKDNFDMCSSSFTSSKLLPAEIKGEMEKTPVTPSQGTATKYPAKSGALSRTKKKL
Kir21 block = inhibitors of mouse Kir2.1 inward-rectifier potassium channel | hit rate 0.85% among 310,000 | AID 1672 | B-score at 10 µM | P35561 | HEK293-Kir2.1, FluxOR thallium flux fluorescence; stronger effect = lower value;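 active = fluorescence ratio B-score at or below minus 3 SD of library scores, with starting-brightness B-score within 2 SD, cut at about -4.2 in these data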;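 also: channel flux triggered by added potassium and thallium sulfate stimulus; B-score of peak minus minimum fluorescence over baseline after thallium stimulus; more negative B-score means stronger Kir2.1 block with less thallium influx; some compounds called inactive have numbers as strong as hits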
Target sequence (P35561 whole entry, looked up): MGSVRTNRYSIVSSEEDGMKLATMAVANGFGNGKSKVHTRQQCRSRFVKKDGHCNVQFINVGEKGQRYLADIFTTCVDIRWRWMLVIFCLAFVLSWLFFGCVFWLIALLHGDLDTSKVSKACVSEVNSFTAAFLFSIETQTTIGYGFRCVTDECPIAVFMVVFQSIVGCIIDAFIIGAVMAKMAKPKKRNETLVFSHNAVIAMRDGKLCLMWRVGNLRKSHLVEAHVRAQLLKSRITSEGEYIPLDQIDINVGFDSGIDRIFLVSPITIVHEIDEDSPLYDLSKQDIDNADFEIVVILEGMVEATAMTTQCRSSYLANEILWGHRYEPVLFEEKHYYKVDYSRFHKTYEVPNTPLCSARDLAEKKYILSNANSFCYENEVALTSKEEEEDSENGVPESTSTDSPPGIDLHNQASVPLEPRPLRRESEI
KCNQ2 inh = KCNQ2 channel blockers in CHO-K1 cells – cell-based, FluxOR thallium flux, B-score, primary screen (AID 2156); B-score at 10 µM; hit rate 1.1% among 310,000; O88943; 20 min; stronger effect = lower value;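 active = fluorescence ratio B-score at most minus 3 library SDs, with starting brightness B-score within 2 library SDs, cut at about -5.5 in these data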
The depositor's hits bear a star; i = inactive; / = not tested or not shown. Compounds as they come; about 1.9% have a hit in one of these screens.

Fields – STK33 kinase inh, Kir21 block, KCNQ2 inh
> Cc1coc2cc3oc(=O)cc(C)c3cc12
  0.7, -0.82, i
> CCN(Cc1ccccc1)S(=O)(=O)c1ccc(C(=O)N(CCCN(C)C)c2nc3cc4c(cc3s2)OCO4)cc1
  0.0, 0.38, i
> O=S(=O)(Nc1nccs1)c1ccc2c(c1)OCCO2
  -0.8, -0.78, i
> Cc1ccccc1OCCC(=O)Nc1ccc(F)c(Cl)c1
  -1.2, -1.71, i
> CCn1c(O)c(N=NC(=O)Cc2csc(N3CCOCC3)n2)c2ccccc21
  -1.0, 0.39, i
> CN(CC(=O)Nc1ccc(F)c(Cl)c1)S(=O)(=O)c1cccc2nsnc12
  -1.3, 0.32, i
> Cc1c(C(=O)O)[nH]c2c1C(=O)CC(c1ccc(Cl)cc1)C2 (configuration not stated)
  -0.6, -0.23, i
> CC(C)CNC(=O)c1cccc(NC(=O)CCc2ccccc2)c1
  -1.4, 0.38, i
> O=C(NCc1cccnc1)C1CCC(CNS(=O)(=O)c2ccc(Cl)cc2)CC1 (configuration not stated)
  -0.3, -1.23, i
> CCCn1c(=O)[nH]c(=O)c2c1nc(-c1ccc(OC(F)(F)C(F)C(F)(F)F)cc1)n2CCOC (configuration not stated)
  -1.2, 0.76, i
> COc1ccc(Br)cc1S(=O)(=O)N1CC(C)OC(C)C1 (configuration not stated)
  -2.7, -6.23*, i
> COc1ccc(/C=C/c2nc3cc(-c4ccccc4)ccc3o2)cc1O
  -0.2, -0.89, i
> Cc1ccc2cc(CN(CC3CCCO3)S(=O)(=O)c3c(C)ccc4nsnc34)c(=O)[nH]c2c1 (configuration not stated)
  0.8, 1.18, i
> CC(=O)c1c(C)nc2ccccn12
  0.2, 0, i
> COc1ccccc1NC(=O)Nc1ccnn1C1CCCCC1
  0.3, -0.16, i
> O=C(CNC(=O)c1ccc(Br)o1)NCc1ccc2c(c1)OCO2
  -0.4, 0.44, i
> O=C(NCCOc1ccccc1Cl)c1cc(F)c(F)cc1Cl
  -3.0, -0.03, i
> Cc1ccc2nc(-c3ccc(NC(=O)CCN4C(=O)c5ccccc5C4=O)cc3)sc2c1
  -0.2, 1.03, i
> CCOC(=O)C1=C(c2ccccc2)NC(=S)NC1c1ccc(Cl)c([N+](=O)[O-])c1 (configuration not stated)
  -0.3, -1.68, i
> O=C(C(=O)N1CC=C(c2ccccc2)CC1)c1c[nH]c2ccccc12
  1.3, -0.26, i
> O=C(COc1cc(Cl)c(Cl)cc1Cl)NC(=O)Nc1ccc2c(c1)OCCO2
  -1.5, 1.19, i
> CN(c1ccccc1)S(=O)(=O)c1cccc(C(=O)Nc2nn[nH]n2)c1
  -0.5, 1.88, i
> Cc1cccn2c(N)c(-c3ccccc3)nc12
  -2.2, 0.24, i
> COc1ccc(C2=NS(=O)(=O)N(C)C(C(=O)Nc3ccc(F)cc3F)=C2)cc1
  -0.2, 0.19, i
> CCOC(=O)C1C(=O)C=C(c2ccc(C)cc2)CC1c1cccc([N+](=O)[O-])c1 (configuration not stated)
  -0.4, 0.14, i
> CC1CCCCC1NC(=O)COC(=O)c1ccc2ccccc2n1 (configuration not stated)
  -1.3, 0.5, i
> O=c1c2ccccc2nc(-c2ccc(F)cc2)n1NCc1ccccc1O
  -1.4, -0.86, i
> CCCc1nc2ccccc2c(=O)n1-c1ccc(C(=O)OCC)cc1
  0.3, 1.63, i
> CCN1CCN(c2nc(Nc3ccc(OC)cc3)nc(N)c2[N+](=O)[O-])CC1
  1.3, -1, i
> O=C(CCSc1ccc(Br)cc1)c1ccc(O)cc1
  0.3, 0.01, i
> CCCCNc1cc(=O)n(C)c(=O)[nH]1
  1.7, -1.03, i
> CCCCSc1nnc(NC(=O)CCc2ccccc2)s1
  -0.2, -0.28, i
> COc1ccccc1CN(C)C(=O)c1cc(C)nc2ccccc12
  -0.2, 0.33, i
> CCOC(=O)C(NC(=O)c1ccc(OC)cc1)(Nc1cc(C)on1)C(F)(F)F (configuration not stated)
  0.6, -0.8, i
> O=C(O)[C@@H]1CCCN1C(=O)c1ccco1
  -0.6, 0.23, i
> COc1cccc(Nc2nnc(SCN3C(=O)c4ccccc4C3=O)s2)c1
  -3.0, 1.19, i
> CC1=C([N+](=O)[O-])C(c2ccccc2)NC(=O)N1 (configuration not stated)
  -0.7, -0.01, i
> CCCC(C)C(=O)Nc1ccc(S(N)(=O)=O)cc1 (configuration not stated)
  -1.1, 2.51, i
> CCOC(=O)c1c(NC(=O)/C=C\C(=O)O)sc(C)c1-c1ccccc1
  -1.2, 0, i
> COc1ccc(N(CC(=O)Nc2cccc([N+](=O)[O-])c2C)S(C)(=O)=O)cc1OC
  -0.7, 0.51, i
> Cc1cc(S(=O)(=O)Nc2c(C)nc3nc[nH]n3c2=O)ccc1F
  -0.6, -0.11, i
> CCCCc1nc(N)c(C#N)c(-c2ccco2)c1CCC
  0.6, 0.67, i
> Cc1cc(C(=O)CSc2ncccn2)c(C)n1-c1cccc(F)c1
  -0.4, 0.2, i
> COc1ccc(S(=O)(=O)N2CCCCC2)cc1NC(=O)CN(C)C1CCCCC1
  -1.0, -3.62, i
> CC(C)Cc1csc(NC(=O)c2ccccc2Cl)c1C(=O)O
  -1.9, -0.14, i
> O=C(Nc1ccc2c(c1)OCCO2)C(=O)c1c[nH]c2ccccc12
  0.1, 1.32, i
> CC1=[N+]([O-])C(C)(C)C(c2ccc(Br)cc2)=[N+]1[O-]
  0.3, 0.33, i
> CC(=O)Nc1cccc(-c2csc(Nc3ccc(C)cn3)n2)c1
  1.2, 0.19, i
> NC1=NC(=O)/C(=C/c2cn(CCC(=O)O)nc2-c2ccc(F)cc2)S1
  7.8, 0.29, i
> COC(=O)C1SCC2C(=O)N(Cc3ccc(Cl)cc3)CC(=O)N21 (configuration not stated)
  0.0, 0.78, i
> CCC(=O)NC(=S)Nc1ccc(S(=O)(=O)NC2CCCCC2)cc1
  0.8, -2.65, i
> CCS(=O)(=O)Nc1cc(OC)c(OC)cc1Cc1nccc2cc(OC)c(OC)cc12
  0.0, 0.13, i
> O=C(COc1ccc(S(=O)(=O)N2CCCCC2)cc1)N1CCCCCC1
  -1.6, 0.25, i
> COc1ccc(NS(=O)(=O)c2cc(NC(=O)c3ccc(C)s3)ccc2N2CCOCC2)cc1
  0.6, -1.78, i
> CCCc1[nH]nc2c1C(c1ccccc1OC)C(C#N)=C(N)O2 (configuration not stated)
  0.2, -2.9, i
> c1ccn2c(c1)nc1c2nc2ccccn21
  11.6, 0.96, i
> O=C(Nc1cccnc1)c1ccc(-c2ccccc2)cc1
  -2.0, 1.54, i
> Cc1cccc(C(=O)N2N=C(c3ccc(NS(C)(=O)=O)cc3)CC2c2cccs2)c1 (configuration not stated)
  0.4, 0.95, i
> Cc1nc2nc[nH]n2c(=O)c1NS(C)(=O)=O
  -2.7, -1.21, i
> COc1ccc(/C=N/NC(=O)c2ccc(O)cc2)cc1CN1CCCc2ccccc21
  -2.3, -0.6, i

(cont.)
Fields – STK33 kinase inh, Kir21 block, KCNQ2 inh
> COc1ccc(F)c(-c2nc(CN3CCC(c4ccccc4)CC3)c(C)o2)c1
  -0.8, -6.63*, i
> CCC(=O)N1CCN(c2ccc(Cl)cc2NC(=O)c2cccc([N+](=O)[O-])c2)CC1
  -2.6, -0.5, i
> O=C(NC12CC3CC(CC(C3)C1)C2)c1cncc(Br)c1
  -1.1, -0.2, i
> COc1ccc(N2CCN(C(=O)c3ccc4nc(N5CCCCC5)sc4c3)CC2)cc1
  -2.3, -0.38, i
> O=C1c2ccccc2C(Nc2ccccc2)N1c1cccnc1 (configuration not stated)
  -1.5, -0.24, i
> Cc1cc(C(=O)N2CCCC(N3CCN(c4cccc(Cl)c4)CC3)C2)nc(C)n1 (configuration not stated)
  -1.2, 1.13, i
> O=C(Nc1nc(-c2cccs2)cs1)c1cccc(S(=O)(=O)N2CCCCCC2)c1
  -3.0, 0.44, i
> COc1ccc(Br)c(C(=O)Nn2c(C)nc3ccccc3c2=O)c1
  0.4, 0.07, i
> Cc1[nH]n(C(N)=S)c(=O)c1N=Nc1cc(-c2ccc(Br)cc2)[nH]n1
  -0.5, -0.36, i
> COc1ccc(C(=O)NC(=S)NNC(=O)c2ccc(O)cc2)cc1[N+](=O)[O-]
  0.3, 0.27, i
> CCN1CCN(C(=O)c2ccc(COc3cccc(Cl)c3)o2)CC1
  -0.1, -0.58, i
> FC(F)Oc1ccc(NC(=S)NCC2COc3ccccc3O2)cc1 (configuration not stated)
  -1.0, -0.95, i
> Nc1ccc(S(=O)(=O)Nc2ccccn2)cc1
  -2.6, 0.04, i
> O=C(CSc1nc(O)c(-c2ccccc2)c(=O)[nH]1)N1CCOCC1
  -0.6, -0.15, i
> CC(C)C1CC(C(=O)Nc2ccccc2)C(=O)O1 (configuration not stated)
  -0.3, 0.68, i
> Cc1ccc(CSC(Nc2ccc(F)cc2)=C(C#N)C#N)cc1
  -0.7, -0.9, i
> Cn1cc(S(=O)(=O)N2CCN(c3cccc(C(F)(F)F)c3)CC2)c(=O)n(C)c1=O
  0.4, 0.45, i
> CCOc1ccc(S(=O)(=O)NCCC2=CCCCC2)c2ccccc12
  /, 0.45, i
> CCCCCc1c(O)nc(SCCN(CC)CC)[nH]c1=O
  -0.1, 0.3, i
> CCN(CC1CCCO1)C(=O)CCc1nnc(CCc2ccccc2OC)o1 (configuration not stated)
  -1.7, -0.37, i
> Nc1ccc(C(=O)NCCCCCCNC(=O)c2ccc(N)cc2)cc1
  0.5, 0.01, i
> Cc1ccc(N2CC(C(=O)N/N=C/c3c(F)cccc3Cl)CC2=O)cc1 (configuration not stated)
  0.4, 0.82, i
> CCN1CCN(CCC(=O)Nc2ccc(Br)cc2)CC1
  /, -0.09, i
> CCOC(=O)C1=C(C)N(C)C(=O)NC1c1c(O)ccc2ccccc12 (configuration not stated)
  -0.7, 1.14, i
> CN(C(=O)CS(=O)(=O)c1cn(CC(=O)N2CCCCC2)c2ccccc12)c1ccccc1
  -0.4, -0.79, i
> Cc1ccc(NC(=O)CN2C(=O)S/C(=C/c3ccncc3)C2=O)cc1
  -0.8, -0.05, i
> COc1ccc(CCC(=O)Nc2nc3ccccc3[nH]2)cc1OC
  0.3, 1.35, i
> CCn1c(CCc2ccccc2)nnc1SCC(N)=O
  -0.6, -0.52, i
> CSCCC(NC(=O)c1ccccc1)C(=O)NCc1ccco1 (configuration not stated)
  0.8, 0.72, i
> Cc1c(NC(=O)C(C)NCC2CCCO2)c(=O)n(-c2ccccc2)n1C (configuration not stated)
  0.2, -0.89, i
> NC(=O)CC(NC(=O)c1ccccc1)C(=O)O (configuration not stated)
  -1.5, 1.02, i
> COc1ccc(O[C@@H]2O[C@H](COC(C)=O)[C@@H](OC(C)=O)[C@H](OC(C)=O)[C@H]2NC(C)=O)cc1
  -1.3, -0.01, i
> Cc1ccc(-n2cccc2C(=O)NS(=O)(=O)c2ccc(C)cc2)cc1
  -0.7, 0.31, i
> Cc1nc(S(=O)(=O)Cc2ccc(Cl)cc2)nc2c1CCC2
  1.0, -2.36, i
> Cc1cc2nc(-c3ccc4c(c3)CCC4)ccn2n1
  -0.7, 0.33, i
> Nc1nc(Nc2ccccc2F)nc(NCc2ccco2)c1[N+](=O)[O-]
  6.4, 0.33, i
> CCOC(=O)C1(CCCc2ccccc2)CCN(C(=O)CCC2=NNC(=O)CC2)CC1
  -1.8, 1.13, i
> CCOc1ccc2nc(-c3ccccc3)nc(SCC(=O)OC)c2c1
  2.1, 0.09, i
> C/C(N)=C(/C#N)C(=O)CSc1nc2cc(Cl)ccc2c(=O)n1Cc1ccco1
  8.2, -0.91, i
> CCc1c(C)[nH]c(=S)c(C#N)c1C
  0.5, 0.04, i
> COc1ccccc1Cn1c(=S)[nH]c2ccc(Br)cc2c1=O
  -0.4, -1.38, i
> COc1ccccc1-c1nnc2sc(COc3ccc(Cl)cc3)nn12
  -0.1, -0.28, i
> COc1ccc(Nc2ccccc2N)cc1
  -0.1, -0.43, i
> O=C(CCSc1nc(-c2ccco2)cc(C(F)(F)F)n1)N1CCN(c2ccccc2)CC1
  1.9, -0.63, i
> Cc1occc1C(=O)N1CCCC(CO)(Cc2ccc(F)cc2F)C1 (configuration not stated)
  -0.4, -0.14, i
> COc1ccc(/C=N/NC(=O)c2ccc3nc[nH]c3c2)cc1OC
  0.3, 0.02, i
> C=CCN(c1ccccc1)S(=O)(=O)c1cccc(C(=O)Nc2ncccc2O)c1
  1.8, -0.17, i
> Cc1csc(Sc2nc3c(c(=O)[nH]c(=O)n3C)n2Cc2ccccc2Cl)n1
  -0.1, -1.22, i
> Cc1ccc(O)c(-c2cc(C(=O)Nc3c(C)n(C)n(-c4ccccc4)c3=O)[nH]n2)c1
  0.2, 0.01, i

Pulled one by one from the list above, 5 records:
Fields – STK33 kinase inh, Kir21 block, KCNQ2 inh
> Cc1ccc(O)c(-c2cc(C(=O)Nc3c(C)n(C)n(-c4ccccc4)c3=O)[nH]n2)c1
  0.2, 0.01, i
> COc1ccccc1Cn1c(=S)[nH]c2ccc(Br)cc2c1=O
  -0.4, -1.38, i
> COc1ccc(/C=N/NC(=O)c2ccc3nc[nH]c3c2)cc1OC
  0.3, 0.02, i
> COc1ccc(O[C@@H]2O[C@H](COC(C)=O)[C@@H](OC(C)=O)[C@H](OC(C)=O)[C@H]2NC(C)=O)cc1
  -1.3, -0.01, i
> O=C(CCSc1nc(-c2ccco2)cc(C(F)(F)F)n1)N1CCN(c2ccccc2)CC1
  1.9, -0.63, i
